Source: PubChem
RECQ1 helicase: inhibitors of human RECQ1 DNA helicase. RECQ1 DNA unwinding, red fluorescence kinetic read. Potency, µM (titrated, usually from 57.3 µM), for the others: at the highest dose activity, negative = inhibition, usual class: inhibitors. 0.54% of 240,000 active;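 note: plate controls were vehicle for no effect and no enzyme for full effect; nearly all actives have a fitted effect of over 30% in size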
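RECQ1T1 50 nM; forked duplex (20 bp + 30-nt ss tails) 200 nM, ATP 2 mM final; pH 8.0, 2 mM MgCl2, 2.5 ug/ml poly(dI-dC); 15 min compound preincubation; discontinuous kinetic read over 2 h at RT.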
JMJD2E inh: blocks human JMJD2E demethylase activity; Potency, µM (doses to about 57.1 µM), inactives show at the highest dose activity change, negative = inhibition, hits mostly inhibitors; B2RXH2; JMJD2E catalytic domain, FDH-coupled NADH fluorescence (FDH is formaldehyde dehydrogenase); 1.6% of 230,000 active; AID 2147; active = well fitted inhibition curve with a large enough effect, not every such curve was filed as active; inconclusive = small, poorly fitted or top-dose-only effect, or another doubt; inactive = no such curve, though single readings can be large or run the other way;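 note: 0% = wells with enzyme and -100% = buffer wells without enzyme; nearly all actives have a fitted effect of over 50% in size; many of its hits are not listed in these tables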
Target sequence (B2RXH2 1-337 limits assumed): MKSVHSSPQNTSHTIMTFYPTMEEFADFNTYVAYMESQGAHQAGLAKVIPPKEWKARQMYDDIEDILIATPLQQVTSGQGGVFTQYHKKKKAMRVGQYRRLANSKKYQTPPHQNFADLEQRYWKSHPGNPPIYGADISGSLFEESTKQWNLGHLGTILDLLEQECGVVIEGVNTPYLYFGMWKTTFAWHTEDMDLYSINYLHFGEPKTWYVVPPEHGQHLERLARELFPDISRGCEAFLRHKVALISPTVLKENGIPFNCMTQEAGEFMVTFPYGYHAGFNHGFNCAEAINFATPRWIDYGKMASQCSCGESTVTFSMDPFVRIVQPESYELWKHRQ
ALDH1A1 block: ALDH1A1 (human) enzyme inhibition; P00352; Purified ALDH1A1, NADH fluorescence, propionaldehyde substrate; Potency, µM (top dose mostly 75.3 µM), for the others: at the top dose activity, negative = inhibition, most hits filed as inhibitors; 7.3% of 220,000 active; AID 1030; active = well fitted inhibition curve with a large enough effect, not every such curve was filed as active; inconclusive = small, poorly fitted or top-dose-only effect, or another doubt; inactive = no such curve, though single readings can be large or run the other way;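 note: plate controls were no enzyme wells and a reference inhibitor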
Target sequence (P00352 whole entry, looked up): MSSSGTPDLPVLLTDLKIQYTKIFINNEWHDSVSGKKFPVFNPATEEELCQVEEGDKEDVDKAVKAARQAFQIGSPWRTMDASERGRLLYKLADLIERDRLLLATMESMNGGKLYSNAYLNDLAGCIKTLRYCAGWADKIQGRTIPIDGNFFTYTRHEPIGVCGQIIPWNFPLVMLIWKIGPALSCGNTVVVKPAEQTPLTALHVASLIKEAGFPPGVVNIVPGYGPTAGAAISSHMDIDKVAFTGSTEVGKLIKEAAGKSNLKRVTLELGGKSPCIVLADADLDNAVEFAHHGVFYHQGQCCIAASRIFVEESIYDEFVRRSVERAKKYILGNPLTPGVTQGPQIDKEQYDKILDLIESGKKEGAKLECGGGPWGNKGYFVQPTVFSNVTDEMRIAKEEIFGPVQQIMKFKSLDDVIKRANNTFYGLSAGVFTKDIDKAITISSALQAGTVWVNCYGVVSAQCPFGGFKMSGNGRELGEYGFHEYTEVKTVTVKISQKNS
Lamin A splicing: changes lamin A minigene splicing in HeLa cells | HeLa LMNA splicing GFP/RFP minigene ratio, 48 h | Potency, µM (top dose mostly 46.1 µM), for the others: top-dose ratio change, negative = inhibition, most hits filed as inhibitors | 0.01% of 200,000 active; active = well fitted inhibition curve with a large enough effect in the signal ratio, with a control signal flat, not every such curve was filed as active; inconclusive = small, poorly fitted or top-dose-only effect, or effect the other way, or a change in a side signal; the % refers to the signal ratio; note: % is set by controls: 0 for no effect and ±100 for the full control effect
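S3 HeLa cells stably expressing lamin A-EGFP splicing minigene plus DsRed2, 600 cells/well, 48 h compound exposure at 37C. Laser-scanning cytometry; analysed as GFP (500-530 nm)/RFP (575-640 nm) total intensity ratio; 0.5% DMSO vehicle.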
SMN2 splice up: SMN2 splice variant enhancement; HEK293 SMN2-luciferase splicing reporter, luminescence, 30-36 h; Potency, µM (highest dose often 46.1 µM), without a hit: top-dose activity change, positive = activation, hits mostly activators; 2.8% of 210,000 active; note: % of control where 0% means no effect; nearly all actives have a fitted effect of over 55% in size
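HEK293 cells carry an SMN2 […]–luciferase reporter in which exon 7 inclusion puts luciferase in frame. Cells were plated 10-12 h before compound addition, then incubated 30-36 h at 37C. ONE-Glo luminescence was read; sodium butyrate at 4.5 mM final served as control.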
L3MBTL1 block: inhibitors of human L3MBTL1; Q9Y468; AlphaScreen L3MBTL1–H3K9me1 peptide binding; Potency, µM (titrated, usually from 57.1 µM), inactives show at the top dose activity, negative = inhibition, hits mostly inhibitors; 0.66% of 230,000 active; AID 485360; note: % is set by controls: 0 for no effect and ±100 for the full control effect; nearly all actives have a fitted effect of over 60% in size
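Displacement of a biotinylated histone H3(1-15) peptide monomethylated at Lys9 (75 nM) from L3MBTL1 (50 nM) was measured by AlphaScreen after a 30 min room-temperature compound incubation; cefsulodin titration served as intraplate control.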
Tau ThT inhib: tau fibrillization inhibition (ThT binding); Potency, µM (doses to about 57.4 µM), for the others: at the highest dose activity, negative = inhibition, usual class: inhibitors; 2.1% of 270,000 active; P10636; recombinant tau K18 P301L, heparin-induced fibrillization, ThT fluorescence; note: % is set by controls: 0 for no effect and ±100 for the full control effect; nearly all actives have a fitted effect of over 55% in size
Target sequence (P10636 561-689 P618L limits assumed): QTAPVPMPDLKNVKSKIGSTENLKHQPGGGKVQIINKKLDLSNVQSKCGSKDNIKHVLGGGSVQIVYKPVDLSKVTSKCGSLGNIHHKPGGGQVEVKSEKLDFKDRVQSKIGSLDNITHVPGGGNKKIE
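ThT emission at 510 nm, taken 1 hr after adding 30 uM dye, quantifies aggregates formed when 20 uM heparin acts on human tau K18 P301L for 6 hr at 37 C.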
KinaseGlo FLuc: counter-screen: inhibitors of Kinase-Glo firefly luciferase; Kinase-Glo luciferase, ATP luminescence, 8 min; AID 1379; Q27757; 0.28% of 200,000 active; Potency, µM (titrated, usually from 38.3 µM), for inactives: at the highest dose activity change, negative = inhibition, hits mostly inhibitors; note: % is set by controls: 0 for no effect and ±100 for the full control effect; nearly all actives have a fitted effect of over 60% in size
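Compound is pinned into ATP-containing buffer (10 uM ATP, imidazole pH 7.2, 7 mM MgCl2). Kinase-Glo luciferase reagent is then added. Light output is recorded following an 8-min room-temperature incubation.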
Active calls of the source: *; i = inactive; u = inconclusive; x = not tested or not shown; & = joins results of further samples; [ ] = remark or other dose. Unless noted, calls come from the whole dose curve; as a rule, active = well fitted curve in the direction sought with a large enough effect; inconclusive = small, poorly fitted or top-dose-only effect, or another doubt; inactive = no such curve, though single readings can be large; an effect the other way counts as inactive or inconclusive. Potency is the fitted concentration of half-maximal effect.

SMILES	RECQ1 helicase	JMJD2E inh	ALDH1A1 block	Lamin A splicing	SMN2 splice up	L3MBTL1 block	Tau ThT inhib	KinaseGlo FLuc
CC1CCC(C(C)C)C(OC(=O)Cn2c(-c3ccc(Br)cc3)[n+](C)c3ccccc32)C1 (configuration not stated)	-14%	-2%&-31%	0%&-2%	u	-65%&-46%[inhibitor]	u	u	1%&2%
CCCCN(CCCC)c1ncnc2nc[nH]c12	-16%	-6%	-1%	19%[46 µM]	-39%[inhibitor]	-5%	-2%	0%
O=C(CN1CCN(Cc2ccccc2Cl)C1=O)NCc1ccco1	-12%	3%	12%	8%	-3%	0%	6%	-3%
COC(=O)CCN(C(=O)c1cc([N+](=O)[O-])cc([N+](=O)[O-])c1)c1ccccn1	i	5%	12%	u	4%	3%	-1%	0%
C/C(CC(=O)N(C(C)C)C(C)C)=N\NC(=O)COc1ccc(Br)cc1Br	4%	-2%	11%	4%	-37%[inhibitor]	-13%	2%	-3%
CC1(C)Cc2nc(N)c(=O)sc2C1	-10%	-4%	u	9%	3%	2%	-6%	-3%
O=C(O)c1ccccc1/C=N/N1CCN(C2c3ccccc3-c3ccccc32)CC1	-5%	u	2%	6%[46 µM]	x	-17%	-10%	-5%
O=C(CCCOc1ccc(Cl)cc1)N1CCCCC1	8%	0%	-16%	2%	x	x	-5%	4%
CCC1CCCCN1C(=O)COc1ccccc1NC(C)=O (configuration not stated)	-1%	-23%	3.5µM*	8%[46 µM]	-28%	x	-6%	1%
CC(=O)Nc1ccc(/C=C/c2ccc3c([N+](=O)[O-])cccc3n2)cc1	2%	-1%	3%	17%[46 µM]	u	34%[activator]	1.4µM*	-1%
O=C1CC(NC(=O)C(F)(F)F)c2cc3c(cc21)OCO3 (configuration not stated)	-14%	u	u	u	2%	-4%	2%	-3%
O=C(c1cccc2ccccc12)N1CCN(c2ccc([N+](=O)[O-])c(N3CCOCC3)c2)CC1	-3%	-4%	10µM*	-14%	-3%	4%	u	2%

Reformatted: entries from further up.
canonical_smiles,RECQ1 helicase,JMJD2E inh,ALDH1A1 block,Lamin A splicing,SMN2 splice up,L3MBTL1 block,Tau ThT inhib,KinaseGlo FLuc
COC(=O)CCN(C(=O)c1cc([N+](=O)[O-])cc([N+](=O)[O-])c1)c1ccccn1,i,5%,12%,u,4%,3%,-1%,0%
C/C(CC(=O)N(C(C)C)C(C)C)=N\NC(=O)COc1ccc(Br)cc1Br,4%,-2%,11%,4%,-37%[inhibitor],-13%,2%,-3%
CC1(C)Cc2nc(N)c(=O)sc2C1,-10%,-4%,u,9%,3%,2%,-6%,-3%
O=C(O)c1ccccc1/C=N/N1CCN(C2c3ccccc3-c3ccccc32)CC1,-5%,u,2%,6%[46 µM],x,-17%,-10%,-5%
O=C(CCCOc1ccc(Cl)cc1)N1CCCCC1,8%,0%,-16%,2%,x,x,-5%,4%
CCC1CCCCN1C(=O)COc1ccccc1NC(C)=O (configuration not stated),-1%,-23%,3.5µM*,8%[46 µM],-28%,x,-6%,1%
CC(=O)Nc1ccc(/C=C/c2ccc3c([N+](=O)[O-])cccc3n2)cc1,2%,-1%,3%,17%[46 µM],u,34%[activator],1.4µM*,-1%
O=C1CC(NC(=O)C(F)(F)F)c2cc3c(cc21)OCO3 (configuration not stated),-14%,u,u,u,2%,-4%,2%,-3%
O=C(c1cccc2ccccc12)N1CCN(c2ccc([N+](=O)[O-])c(N3CCOCC3)c2)CC1,-3%,-4%,10µM*,-14%,-3%,4%,u,2%

More records follow:
SMILES	RECQ1 helicase	JMJD2E inh	ALDH1A1 block	Lamin A splicing	SMN2 splice up	L3MBTL1 block	Tau ThT inhib	KinaseGlo FLuc
Cc1ccccc1Cn1cc(NC(=O)CCCn2nc([N+](=O)[O-])cc2C)cn1	i	3%	u	16%[46 µM]	-2%	-1%	-3%	0%
COc1cccc(CN2CCNC(=O)C2CC(=O)N(C)CCc2ccccn2)c1OC (configuration not stated)	i	2%	8%	x	x	1%	-4%	x
CCOC(=O)C1CCN(C(=O)C23CC4CC(CC(C4)C2)C3)CC1	i	7%	0%	-11%	-4%	4%	-14%	-4%
C=CC1=C2C=C(C3CC3)N(Cc3ccccc3)C=C2C(=O)C(C)(OC(=O)c2ccco2)C1=O (configuration not stated)	i[11.5 µM]	-7%[11.4 µM]	5%[13.5 µM]	-11%[9.22 µM]	-7%[9.22 µM]	x	-13%[11.5 µM]	-2%[7.66 µM]
CCOc1ccc(NC(=O)C2CCCN(C)C2)cc1 (configuration not stated)	i	9%	x	x	x	3%	-8%	x
CN(C)CCOC(=O)CCCCCCCCC(=O)OCCN(C)C	-5%	6%	-14%	x	x	-4%	-9%	x
COc1ccc(NC(=S)NN2CCN(C)CC2)cc1	i	0%	9%	9%[0.0737 µM]	-15%	2%	1%	-2%
O=C(c1cnn2c(C(F)(F)F)cc(-c3cccs3)nc12)N1CCOCC1	0%	u	u	2%[46 µM]	x	8%	2%	1%
C=CCn1c(SCc2c(C)noc2C)nc2cc(C(=O)O)ccc2c1=O	-2%	-11%	-13%	u	20%	7%	2%	-3%
O=C(Cc1cccs1)Nc1ccccc1C(=O)O	2%	-11%	2%	-2%	10µM*	7%	-4%	-3%
COC(=O)C1=C(C)NC(C)=C(C(=O)OC(C)C)[C@H]1c1cccc2nonc12	3%[25.9 µM]	-4%[25.5 µM]	-9%[20.9 µM]	u	-12%[20.6 µM]	x	x	2%[17.1 µM]
CN[C@H]1CCc2cc(OC)c(OC)c(OC)c2-c2ccc(N[C@@H]3CCCCNC3=O)c(=O)cc21	-7%	-16%	-8%	x	-9%	x	u	2%
O=C(c1ccc(Br)s1)N1CCN(C/C=C/c2ccccc2)CC1	i	4%	18µM*	u	-33%[inhibitor]	x	-17%	-3%
O=C(c1ccc(Cn2cc([N+](=O)[O-])cn2)o1)N1N=C(C(F)F)CC1(O)C(F)F (configuration not stated)	i	-2%	11%	20%	-18%	x	-7%	-1%
CCNc1nc(NCC)n2c(SCC(=O)Nc3ccc(C(F)(F)F)cc3[N+](=O)[O-])nnc2n1	-10%	3%	-4%	-16%	7%	14%	0%	1%
N#Cc1c(-c2ccco2)ccn(Cc2ccc(F)cc2)c1=O	1%	u	u	2%[46 µM]	-1%	6%	-5%	1%
COc1c(O[C@H]2O[C@@H](CO)[C@@H](O)[C@@H](O)[C@@H]2O)cc2c(c1OC)-c1ccc(SC)c(=O)cc1[C@H](NC(C)=O)CC2	-2%[25.9 µM]	-10%[25.5 µM]	3%[20.9 µM]	u	-14%[20.6 µM]	x	x	1%[17.1 µM]
Cn1c(N2CCN(C(=O)Nc3ccc(F)cc3)CC2)nc2ccccc21	-18%	2%	-2%	u	-17%	5%	-3%	-3%
Cc1nc2cc(N3CCCCC3)c(NC(=O)c3ccncc3)cc2c(=O)n1Cc1ccccc1	-4%	-3%	u	u	u	x	-11%	2%
CCOC(=O)COc1cc(-n2c(=S)[nH]c3ccccc3c2=O)c(Cl)cc1Cl	-11%	-5%	2%	u	-1%	u	-1%	2%
CN(C)C(=O)c1ccc(N/C=C(\C=O)c2nc3ccccc3o2)cc1	-7%	-9%	8%	5%[46 µM]	x	-6%	-1%	-2%
O=C(CN1C(=O)S/C(=C/c2cccnc2)C1=O)N1CCOCC1	0%	-1%	u	u	-15%	6%	-14%	-2%
COc1ccc(N2CCN(C(=O)C(=O)c3c(C)n(C)c4ccccc34)CC2)cc1	2%	-8%	6%	4%[46 µM]	3%	5%	-13%	0%
COc1ncccc1-c1nnn(-c2ccc(F)cc2)n1	-29%	2%	0%	x	x	17%	-5%	x

Sorted by number of heavy atoms (largest number first): three of the compounds above
SMILES	RECQ1 helicase	JMJD2E inh	ALDH1A1 block	Lamin A splicing	SMN2 splice up	L3MBTL1 block	Tau ThT inhib	KinaseGlo FLuc
O=C(c1ccc(Cn2cc([N+](=O)[O-])cn2)o1)N1N=C(C(F)F)CC1(O)C(F)F (configuration not stated)	i	-2%	11%	20%	-18%	x	-7%	-1%
CCOC(=O)COc1cc(-n2c(=S)[nH]c3ccccc3c2=O)c(Cl)cc1Cl	-11%	-5%	2%	u	-1%	u	-1%	2%
CN(C)C(=O)c1ccc(N/C=C(\C=O)c2nc3ccccc3o2)cc1	-7%	-9%	8%	5%[46 µM]	x	-6%	-1%	-2%

Next compounds.
SMILES	RECQ1 helicase	JMJD2E inh	ALDH1A1 block	Lamin A splicing	SMN2 splice up	L3MBTL1 block	Tau ThT inhib	KinaseGlo FLuc
O=C(NN(C(=O)C1CC1)c1nc2ccccc2s1)C1CC1	0%	2%	u	-1%	12%	-1%	16%	-6%
CCc1nnc(N2C(=N)SCC2=O)s1	-1%	-15%	-6%	u	x	-2%	-15%	-1%
CCCc1nc2ccccc2c(=O)n1NC(=O)c1c(O)c2cccc3c2n(c1=O)CCC3	-14%	-19%	8%	-4%	-7%	x	3%	1%
C=CCn1c(C)cc(C)c(C#N)c1=O	1%	u	-7%	6%	3%	3%	10%	-2%
O=C(CCn1nnc(-c2cccs2)n1)N1CCc2ccccc2C1	-8%	17%	28µM*	-3%	-2%	x	u	-1%
COc1ccc(C(c2sc3nc(C)nn3c2O)N2CCc3ccccc3C2)cc1 (configuration not stated)	-12%	u	u	-3%	4%	-10%	-13%	-1%
CC(C)(C)NC(=O)c1ccc2c(c1)C1C3CCC(C3)C1C(c1ccccc1)N2 (configuration not stated)	i	-27%	7%	u	-10%	-11%	-5%	-1%
O=C(NNc1ccccc1C(F)(F)F)c1sccc1Br	-16%	u	u	x	x	2%	-15%	x
CCc1nnc(NC(=O)CSc2nnc(COc3cccc(C)c3)o2)s1	-3%	-13%	-11%	9%	-25%	4%	u	-1%
CCOc1ccc(-c2nnn(CC(=O)NCc3ccco3)n2)cc1	0%	-4%	-11%	25%	5%	-3%	-14%	-9%
FC(F)(F)c1ccc(C2[C@H]3CN(Cc4cccnc4)[C@H](c4ccccc4)C34CC2(c2cccnc2)C4)cc1 (some centres not stated)	i	6%&-8%	-11%	x	-46%[inhibitor]	x	1%&-11%	2%
CCSc1nc(N)c2c3c(sc2n1)CN(C)CC3	-4%	u	u	u	13%	0%	-15%	-1%

A portion of the library (hit frequency here may not be typical).
